# AMPAR-TARP mod: modulators of GluA2-stargazin AMPA receptor complexes, primary screen, cell-based, membrane potential dye | Voltage-dependent calcium channel gamma-2 subunit (Mus musculus) + Glutamate receptor 2 … | HEK293 GluA2+stargazin, membrane potential dye (FDSS), glutamate EC50; hits were called plate by plate, in both directions | calls only at 30 µM | hit rate 3.5% among 40,000 | AID 1259245, 2017;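 active = any of four per-well response measures lying three or more SD from its plate-wide compound average, in either direction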
# Target sequence (O88602 whole entry, looked up): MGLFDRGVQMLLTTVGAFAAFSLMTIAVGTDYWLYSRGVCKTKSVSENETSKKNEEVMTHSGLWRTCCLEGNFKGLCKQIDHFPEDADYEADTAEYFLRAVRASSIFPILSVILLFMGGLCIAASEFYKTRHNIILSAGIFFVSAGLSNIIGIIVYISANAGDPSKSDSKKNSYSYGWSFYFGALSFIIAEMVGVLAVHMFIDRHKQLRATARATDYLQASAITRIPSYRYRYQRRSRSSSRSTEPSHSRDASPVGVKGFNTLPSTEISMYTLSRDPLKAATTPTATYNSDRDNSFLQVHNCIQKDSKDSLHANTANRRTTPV
# Target sequence (P19491 whole entry, looked up): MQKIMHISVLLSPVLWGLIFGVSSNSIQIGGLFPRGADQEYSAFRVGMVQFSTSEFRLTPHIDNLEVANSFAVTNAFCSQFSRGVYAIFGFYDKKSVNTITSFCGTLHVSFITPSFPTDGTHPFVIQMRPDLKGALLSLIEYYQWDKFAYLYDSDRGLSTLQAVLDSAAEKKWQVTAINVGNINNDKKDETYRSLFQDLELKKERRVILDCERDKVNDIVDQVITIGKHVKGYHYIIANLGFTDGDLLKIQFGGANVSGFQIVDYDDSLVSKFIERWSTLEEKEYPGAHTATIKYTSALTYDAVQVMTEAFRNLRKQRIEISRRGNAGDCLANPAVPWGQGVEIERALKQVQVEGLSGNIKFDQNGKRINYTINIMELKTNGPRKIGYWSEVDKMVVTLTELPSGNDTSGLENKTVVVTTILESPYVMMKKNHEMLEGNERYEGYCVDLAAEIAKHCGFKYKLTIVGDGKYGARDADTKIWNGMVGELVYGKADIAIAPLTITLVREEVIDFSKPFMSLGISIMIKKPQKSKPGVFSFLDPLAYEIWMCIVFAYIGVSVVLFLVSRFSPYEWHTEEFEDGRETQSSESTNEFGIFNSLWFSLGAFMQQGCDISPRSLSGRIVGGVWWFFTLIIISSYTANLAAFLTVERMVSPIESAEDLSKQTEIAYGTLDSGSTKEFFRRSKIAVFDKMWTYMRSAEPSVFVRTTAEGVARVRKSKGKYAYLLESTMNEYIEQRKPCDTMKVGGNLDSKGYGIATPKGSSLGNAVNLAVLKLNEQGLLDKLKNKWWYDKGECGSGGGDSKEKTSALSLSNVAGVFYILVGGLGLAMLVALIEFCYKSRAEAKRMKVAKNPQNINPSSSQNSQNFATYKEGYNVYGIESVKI
# AMPAR-TARP mod agonism max-min: second read-out of AMPAR-TARP mod, no call of its own (marks repeat the call); compound max-min signal; compound-alone response (agonism);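 unitless range of fluorescence divided by baseline over first 100 seconds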
# AMPAR-TARP mod glutamate slope: second read-out of AMPAR-TARP mod, no call of its own (marks repeat the call); glutamate slope, % of max; measured here: glutamate response slope, % max;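 scaled per plate between vehicle wells and maximal 1 mM glutamate control wells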
# Starred values were filed as active, the others as inactive; i = inactive; + = active, no number. A portion of the library. The share of hits here may be higher or lower than overall.
SMILES,AMPAR-TARP mod,AMPAR-TARP mod agonism max-min,AMPAR-TARP mod glutamate slope
Cc1nn(-c2nc3c(c(=O)n(CC(N)=O)c(=O)n3C)n2Cc2ccccc2F)c(C)c1C,i,0.086,52
Cc1ccc(Cl)cc1N1CCN(c2nc3ccc(S(C)(=O)=O)cc3s2)CC1,i,0.081,85
O=C(COc1ccccc1)N1CCC(CNS(=O)(=O)c2cccnc2)CC1,i,0.082,67
O=C(NCCn1ncc2c(N3CCCCCC3)ncnc21)C(=O)c1c[nH]c2ccccc12,i,0.061,71
COC(=O)c1sc2cccc(F)c2c1S(=O)(=O)NCc1ccccc1OC,i,0.089,57
Cn1ccc(C(=O)Nc2cccc(Br)c2)n1,i,0.13,57
O=C(COc1ccccc1F)NCC1CCN(C(=O)c2ccccc2F)CC1,i,0.044,45
Cc1ccc(N2CC(O)Cn3c2nc2c3c(=O)n(C)c(=O)n2C)cc1 (stereo not given),i,0.11,59
COc1ccc(NC(=O)c2sccc2S(=O)(=O)N2CCN(c3ccccc3)CC2)cc1Cl,i,0.11,54
Cc1ccc(S(=O)(=O)NC2CC(C)(C)NC(C)(C)C2)cc1,i,0.077,46

# Part of the list above, reduced to AMPAR-TARP mod glutamate slope and AMPAR-TARP mod.
smiles,AMPAR-TARP mod glutamate slope,AMPAR-TARP mod
O=C(COc1ccccc1)N1CCC(CNS(=O)(=O)c2cccnc2)CC1,67,i
COc1ccc(NC(=O)c2sccc2S(=O)(=O)N2CCN(c3ccccc3)CC2)cc1Cl,54,i

# Continuation:
SMILES,AMPAR-TARP mod,AMPAR-TARP mod agonism max-min,AMPAR-TARP mod glutamate slope
CSc1ccccc1C(=O)N(C(=O)N1CCCCC1)c1cccc(Cl)c1,i,0.019,60
CSc1ccccc1NC(=O)C(=O)NCCN1CCN(c2ccc(F)cc2)CC1,i,0.088,64
COc1ccc(Cl)cc1S(=O)(=O)NCCOc1ccc(-c2ccc(C)cc2)nn1,i,0.047,54
O=C(Nc1nc(CC(=O)N2CCc3ccccc3C2)cs1)c1ccc(=O)[nH]c1,i,0.062,37
Cc1ccc2c(CC(=O)N3CCC4(CC3)OCCO4)cc(=O)oc2c1,i,0.084,51
O=C(NCC(c1ccco1)N1CCN(c2ccccc2F)CC1)C1CCCCC1 (stereo not given),i,0.049,46
O=C(c1ccc(-c2ccccc2)cc1)N1CCC(c2cccs2)CC1,i,0.085,63
COc1ccc2nc(-c3cccc(NC(=O)c4ccc(Cl)cc4Cl)c3)cn2n1,i,0.04,27
COc1ccc(S(=O)(=O)N2CCC(c3ccsc3)CC2)cc1C,i,0.11,46
COc1ccc2c(c1)O/C(=C\c1ccccc1Cl)C2=O,i,0.12,63
Cc1nn(C2CCS(=O)(=O)C2)c2nc(-c3cccs3)cc(C(=O)N3CCc4ccccc43)c12 (stereo not given),i,0.075,61
COc1ccc2nc(N(CCN3CCOCC3)C(=O)c3nc4ccccc4s3)sc2c1,i,0.1,45
CCOc1ccc(C(=O)Nc2ccc3c(c2)CCC(=O)N3Cc2ccccc2)cc1OCC,i,0.063,47
COc1ccc([N+](=O)[O-])cc1NC(=S)NC1CCS(=O)(=O)C1 (stereo not given),i,0.13,57
COc1cc(OC)cc(C(=O)Nc2ccc(N3CCCC3=O)c(C)c2)c1,i,0.081,60
O=S(=O)(CCCOc1ccc(F)cc1)N1CCCC1,i,0.086,66
COc1ccc(NC(=O)Cn2c(C)cc(C)c(S(=O)(=O)c3ccc(OC)cc3)c2=O)cc1,i,0.11,73
COc1ccc(S(=O)(=O)CCCC(=O)N2CCN(c3nc4cc(C)cc(C)c4s3)CC2)cc1,i,0.07,64
COc1ccc(CCNC(=O)Cn2nc(-c3ccc(Cl)cc3)ccc2=O)cc1,i,0.036,46
Cn1cccc1C(CNC(=O)C1CCCCC1)N1CCc2ccccc2C1 (stereo not given),i,0.098,49
O=C(c1cc2ccccc2o1)N1CCN(Cc2nc(-c3ccco3)cs2)CC1,i,0.1,50
CCCNC(=O)NC(C)C12CC3CC(CC(C3)C1)C2 (stereo not given),i,0.046,39
Cn1c(=O)[nH]c(=O)c2c1nc(SCc1ccc(F)cc1)n2CCCOc1ccccc1,i,0.094,46
CCOC(=O)C(=O)NCCOc1ccc2nnc(-c3ccccc3Cl)n2n1,i,0.05,57
Cn1c(=O)c2c(ncn2CC(=O)Nc2ccccc2S(C)(=O)=O)n(C)c1=O,i,0.049,38
Cc1nnsc1C(=O)N1CCC(CNC(=O)C(=O)Nc2cc(Cl)ccc2C#N)CC1,i,0.16,64
Cc1nnc(NC(=O)CCc2csc(NC(=O)c3ccc(Cl)cc3)n2)s1,i,0.074,65
CCOC(=O)Cn1c(=O)c2c(nc3n(-c4cc(C)ccc4OC)c(-c4ccccc4)cn23)n(C)c1=O,i,0.11,5
CCOCCn1c(=O)c2c(nc3n(-c4ccc(C)cc4C)c(C)c(C)n23)n(C)c1=O,i,0.037,39
CCOC(=O)Cn1c(=O)c2c(nc3n2CCN3c2cccc(C)c2C)n(C)c1=O,i,0.087,68
CN1CCOc2ccc(NC(=O)NC3CC3)cc2C1=O,i,0.11,47
O=C(NCCCc1ccccc1)C1CCN(c2cc(Oc3ccccc3)ncn2)CC1,i,0.095,63
O=C(Cc1csc(Nc2ccccc2)n1)Nc1cccc(F)c1,i,0.12,54
Cc1cc(NC(=O)C(=O)NCC2CCCO2)no1 (stereo not given),i,0.11,59
C1=CC2C(C1)C1CC(Oc3ccccc3)C2C1 (stereo not given),i,0.049,53
CCc1nnc2ccc(OCCNC(=O)COc3ccc4c(c3)OCO4)nn12,i,0.077,46
COCCNC(=O)NCC1(c2cccs2)CC1,+,0.093*,16*
CCN(C(=S)NC(=O)Cc1ccc(OC)cc1)c1ccccc1,i,0.047,49
CCCn1c(C2CC(=O)N(Cc3ccccc3)C2)nc2ccccc21 (stereo not given),i,0.053,43
COC(=O)c1sccc1S(=O)(=O)NCC(C)(O)CCSC (stereo not given),i,0.11,58
Cn1c(=O)[nH]c(=O)c2c1nc(N1CCN(CC(N)=O)CC1)n2Cc1ccccc1Cl,i,0.11,5
Cc1nc(NC(=O)c2ccc(S(=O)(=O)N(C)C3CCCCC3)cc2)sc1C,i,0.11,43
COCCn1c(=NC(=O)CSC(C)=O)sc2cc(OC)ccc21,i,0.063,63
CN(C)c1cccc(C(=O)NCC(O)(c2ccccc2)C2CC2)c1 (stereo not given),i,0.12,48
COc1ccc(-c2ccc(=O)n(CCNS(=O)(=O)c3cc(C)ccc3C)n2)cc1,i,0.047,46
Cc1cc2nc(N(CCN3CCOCC3)C(=O)c3ccc4ncsc4c3)sc2cc1C,i,0.07,57
Cc1cc(O)c(C(c2ccccc2[N+](=O)[O-])c2c(O)cc(C)[nH]c2=O)c(=O)[nH]1,i,0.053,49
Cc1ccc(Cl)cc1N1CCN(C(=O)Cn2c(-c3cnccn3)nc3ccccc32)CC1,+,0.18*,64*
O=S(=O)(c1ccc(Cl)s1)N1CCC(c2ccsc2)CC1,i,0.12,52
COc1ccc(CNC(=O)NCC2(O)CCc3ccccc32)cc1OC (stereo not given),i,0.15,57
# More compounds:
SMILES,AMPAR-TARP mod,AMPAR-TARP mod agonism max-min,AMPAR-TARP mod glutamate slope
CC(=O)c1cccc(NC(=O)c2cc(-c3ccc(Cl)cc3)oc2C)c1,i,0.092,47
Cc1cc(NC(=O)Cc2ccc(C(C)C)cc2)n(C(C)C)n1,i,0.092,58
O=C(NCCNc1ccc(Nc2ccncc2)nn1)c1c[nH]c2ccccc12,i,0.15,45
Cc1ccc(-c2nn(C)c(=O)c3ccccc23)cc1CNS(C)(=O)=O,i,0.066,53
CC(C)(C)c1ccc(OCC(=O)NCCN2CCOCC2)cc1,i,0.057,25
COc1ccc(S(=O)(=O)N2CCCOC2CNC(=O)C(=O)NCc2cccnc2)cc1OC (stereo not given),i,0.11,66
COCCn1c(=O)c2c(nc3n2CC(C)CN3c2ccccc2OC)n(C)c1=O (stereo not given),i,0.066,31
OC(CNCc1ccco1)COc1ccc2ccccc2c1 (stereo not given),i,0.047,43
CC(=O)N1CCN(C(=O)c2csc(NS(=O)(=O)c3ccccc3)n2)CC1,i,0.048,40
CC(=O)N1CCN(c2ccnc3c2c(=O)n(CC(=O)Nc2ccccc2)c(=O)n3C)CC1,i,0.099,70
N#C/C(=C\N1CCN(Cc2ccc3c(c2)OCO3)CC1)C(=O)NCc1ccccc1,i,0.081,61
CC12CC(NC(=S)N1c1ccccc1)c1cccc(Cl)c1O2 (stereo not given),i,0.091,56
CCSc1nnc(NC(=O)c2ccc(-c3ccccc3F)o2)s1,i,0.13,47
CCS(=O)(=O)NCCCn1nc(-c2ccc(C)cc2)ccc1=O,i,0.091,63
O=C(CSCc1ccccc1)N1CCN(C(=O)c2cnn3ccccc23)CC1,i,0.085,61
CSc1ccccc1NC(=O)C(=O)NCC1CCN(Cc2ccsc2)CC1,i,0.12,48
O=C(NCCn1ncc2c(N3CCOCC3)ncnc21)C(=O)c1c[nH]c2ccccc12,i,0.082,70
COc1ccc(CCC(=O)NCCn2ncc3c(N4CCCCC4)ncnc32)cc1,+,0.03*,24*
Cc1c(C(=O)N2CCOCC2)c(C(F)(F)F)nn1C1CCN(C(C)C)CC1,i,0.089,67
CCN1CC(c2nc3ccccc3n2Cc2ccccc2)CC1=O (stereo not given),i,0.034,50
CCOC(=O)c1c(SCC(=O)Nc2cccc(C)c2C)nc(=O)[nH]c1C,i,0.057,59
Cc1ccc(OCC(O)Cn2c(C3CC(=O)N(c4ccccc4)C3)nc3ccccc32)cc1C (stereo not given),i,0.11,47
CS(=O)(=O)c1ccc(C(=O)N(CCN2CCOCC2)c2nc3ccc(F)cc3s2)cc1,i,0.083,48
O=S(=O)(c1ccc2c(c1)OCCO2)N1CCN(c2ccc(-c3cccs3)nn2)CC1,i,0.04,35
Cn1nc2c(c1NC(=O)CSc1ccc(F)cc1)CCC2,i,0.04,57
O=C(CCn1nnc2ccccc2c1=O)NCCOc1ccc(F)cc1,i,0.1,38
COc1ccc(S(=O)(=O)CC(=O)N2CCN(c3nc4c(OC)cccc4s3)CC2)cc1,i,0.073,72
CCOc1ccc(NC(=O)CSc2ccc(NC(=O)c3ccco3)nn2)cc1,i,0.07,38
NS(=O)(=O)c1ccc(CCNS(=O)(=O)CCCOc2ccc(F)cc2)cc1,i,0.099,58
c1ccc(-n2ncc3c(NCc4ccc5c(c4)OCO5)nnnc32)cc1,i,0.14,51

# 15 structures out of the list, sorted by count of non-hydrogen atoms, highest first:
SMILES,AMPAR-TARP mod,AMPAR-TARP mod agonism max-min,AMPAR-TARP mod glutamate slope
COc1ccc(NC(=O)c2sccc2S(=O)(=O)N2CCN(c3ccccc3)CC2)cc1Cl,i,0.11,54
O=C(NCCn1ncc2c(N3CCOCC3)ncnc21)C(=O)c1c[nH]c2ccccc12,i,0.082,70
Cn1c(=O)[nH]c(=O)c2c1nc(N1CCN(CC(N)=O)CC1)n2Cc1ccccc1Cl,i,0.11,5
COc1ccc(Cl)cc1S(=O)(=O)NCCOc1ccc(-c2ccc(C)cc2)nn1,i,0.047,54
CCOc1ccc(NC(=O)CSc2ccc(NC(=O)c3ccco3)nn2)cc1,i,0.07,38
O=C(COc1ccccc1)N1CCC(CNS(=O)(=O)c2cccnc2)CC1,i,0.082,67
Cc1nnc(NC(=O)CCc2csc(NC(=O)c3ccc(Cl)cc3)n2)s1,i,0.074,65
Cc1ccc(-c2nn(C)c(=O)c3ccccc23)cc1CNS(C)(=O)=O,i,0.066,53
CCSc1nnc(NC(=O)c2ccc(-c3ccccc3F)o2)s1,i,0.13,47
CC12CC(NC(=S)N1c1ccccc1)c1cccc(Cl)c1O2 (stereo not given),i,0.091,56
Cc1ccc(S(=O)(=O)NC2CC(C)(C)NC(C)(C)C2)cc1,i,0.077,46
O=S(=O)(c1ccc(Cl)s1)N1CCC(c2ccsc2)CC1,i,0.12,52
CCCNC(=O)NC(C)C12CC3CC(CC(C3)C1)C2 (stereo not given),i,0.046,39
C1=CC2C(C1)C1CC(Oc3ccccc3)C2C1 (stereo not given),i,0.049,53
Cn1ccc(C(=O)Nc2cccc(Br)c2)n1,i,0.13,57

# Later entries
SMILES,AMPAR-TARP mod,AMPAR-TARP mod agonism max-min,AMPAR-TARP mod glutamate slope
CC(=O)Cn1c(=O)c2c(nc3n(-c4ccc(C)cc4)c(-c4ccccc4)cn23)n(C)c1=O,i,0.064,64
O=C(Cn1cc(-c2nnc(-c3ccco3)o2)c2ccccc21)NC1CCCCC1,i,0.12,59
CCOc1ccc(NC(=O)C(=O)NCCN2CCN(c3ccccc3)CC2)cc1,i,0.12,53
COc1ccc(-c2ccc(=O)n(CCCC(=O)Nc3ccc(F)c(Cl)c3)n2)cc1,i,0.065,44
COc1ccc(-n2c(COc3ccc4c(c3)OCO4)nnc2SCC(=O)c2ccccc2)cc1,i,0.086,81
Cc1ccc(NC(=O)Cn2cnc3c2c(=O)n(C)c(=O)n3C)cc1C,i,0.1,59
O=C(CSc1nc(=O)n(CC2CCCO2)c2c1CCC2)Nc1ccc([N+](=O)[O-])cc1 (stereo not given),i,0.09,51
Cc1nc(-n2nc(-c3ccco3)cc2NC(=O)c2ccc(Cl)cc2)[nH]c(=O)c1C,i,0.12,58
CC(C)S(=O)(=O)c1cccc(C(=O)Nc2nc3c(s2)CCCC3)c1,i,0.053,62
COc1cc(NC(=O)CS(=O)(=O)c2ccc(Cl)s2)cc(OC)c1,i,0.14,47
CC(Oc1ccccc1)C(=O)NCCCn1cccc1 (stereo not given),i,0.11,26
COc1ccc(N2CC(C)Cn3c2nc2c3c(=O)n(CCCc3ccccc3)c(=O)n2C)cc1 (stereo not given),i,0.15,60
Cc1ccc(-n2c(-c3ccccc3)cn3c4c(=O)n(CCN5CCOCC5)c(=O)n(C)c4nc23)cc1,i,0.065,60
O=C(Nc1ccc(F)c(Cl)c1)C1CCN(c2ccc(-c3cccs3)nn2)CC1,i,0.15,69
COc1ccc(CC(=O)N2CCN(c3nccn3C)CC2)cc1OC,i,0.087,69
COC(=O)c1c(NC(=O)c2cc(C)oc2C)sc(C)c1C,i,0.098,58
COc1ccc(-c2nnc(NC(=O)c3ccccc3Oc3ccccc3)o2)cc1,i,0.087,43
